From PubChem BioAssay
HPDE-C7 viability – HPDE-C7 pancreatic duct cell viability loss – fluorescence, HTS (AID 430). HPDE-C7 pancreatic duct cells viability, fluorescence; higher % means a stronger effect. cytotoxicity, % at 10 µM, or EC50 in µM where a hit was titrated. hit rate 1.8% among 63,000;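 further: cells exposed to compound for 48 hours before viability readout; 0% = vehicle and 100% = reference cytotoxic drug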
DPM-DC inhibit – inhibitors of Streptococcus pneumoniae diphosphomevalonate decarboxylase; purified DPM-DC, PK/LDH coupled NADH fluorescence; calls only at 10 µM; hit rate 0.49% among 65,000; AID 556;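 active means the 320 compounds with the highest percent inhibition in the single-dose primary screen, excluding strongly autofluorescent ones, cut at about 32% in these data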;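 further: kinetic rate of NADH fluorescence loss reporting ADP formed by the decarboxylase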
MK inhibit – blocks S. pneumoniae mevalonate kinase; hit rate 0.48% among 65,000; purified MK, PK/LDH-coupled NADH absorbance 340 nm; inhibition, % at 10 µM;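 active means ranked among the strongest by inhibition in the single 10 µM screen, a fixed top-ranked set picked for dose follow-up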; further: no value below 0 was filed
TNAP inhibition – human TNAP enzyme inhibitors, biochemical, luminescent (AID 518); purified TNAP enzyme, luminescent substrate readout; higher % means a stronger effect; one-dose inhibition, % at 20 µM; IC50 in µM for titrated hits; hit rate 0.09% among 64,000; in the data active means a potency from the dose series; inactive means the rest, 99 in 100 with inhibition below about 22%;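 further: plate controls were vehicle for no effect and reference inhibitor for full effect; many of its hits are not listed in these tables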
Spn PMK inh – blocks S. pneumoniae phosphomevalonate kinase; purified PMK, PK/LDH-coupled NADH absorbance 340 nm; inhibition, % at 10 µM; hit rate 0.49% among 65,000; AID 539;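 active means top-ranked compounds by inhibition in the single 10 µM screen, taking a fixed number of the strongest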;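 further: 0% = full reaction with DMSO carrier and 100% = background rate without enzyme reaction; no value below 0 was filed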
LYP inhibition – inhibition of human PTPN22 tyrosine phosphatase – biochemical, DiFMUP fluorescence, recombinant catalytic domain, 10 µM, primary screen (AID 606) | recombinant LYP catalytic domain, DiFMUP fluorescence; higher % means a stronger effect | inhibition, % at 10 µM, or IC50 in µM where a hit was titrated | 52,000 tested, under 10 active;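 active means IC50 under 40 µM in the dose-response test; inactive means IC50 of 40 µM or more, or never dose-tested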
KRASV12 cytotoxicity – cytotoxicity in KRAS-transformed pancreatic duct cells, primary screen, cell-based, fluorescence, HTS (AID 431); HPDE-C7K KRASV12 cells, Alamar Blue viability, 48 h; higher % means a stronger effect; cytotoxicity, % at 10 µM, or EC50 in µM where a hit was titrated; hit rate 1.7% among 63,000;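 active means compounds whose percent cytotoxicity in the single-dose primary screen, scaled between solvent and toxic-drug controls, exceeds 50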;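 further: 0% = DMSO solvent wells and 100% = doxorubicin-treated wells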
HT1080 cytotoxicity – HT1080 cell viability loss – fluorescence readout (AID 620) | HT1080 viability, fluorescence; higher % means a stronger effect | cytotoxicity, % at 10 µM, or EC50 in µM where a hit was titrated | hit rate 0.42% among 87,000;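 further: cells exposed to compound overnight then 4 h with Alamar Blue; 0% = vehicle DMSO and 100% = killing control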
Bfl-1 inhibitors – displacement of Bid BH3 peptide from Bfl-1 – biochemical, fluorescence polarization, FITC-Bid, mouse, primary screen (AID 432); FITC-Bid BH3 peptide fluorescence polarization displacement; higher % means a stronger effect; displacement, % at 20 µM; hits with a dose series show IC50 in µM; hit rate 0.02% among 64,000; in the data active means a potency from the dose series; inactive means the rest, 99 in 100 with displacement below about 15%; further: strong numbers were not always called active
Spn PMK inh pilot replicates – recorded beside Spn PMK inh, whose call it bears; inhibition, %; measured here: pilot screen replicates
MK inhibit pilot replicates – also measured in MK inhibit; calls as there; inhibition, %; measured here: pilot screen replicates
DPM-DC inhibit pilot screen % – recorded beside DPM-DC inhibit, whose call it bears; inhibition, %; measured here: pilot screen trials
The depositor's hits bear a star; i = inactive; . = not tested or not shown. Unless noted, no stated cut-off is given here; in the data, active means cytotoxicity above about 50%; inactive means the rest.

SMILES	HPDE-C7 viability	DPM-DC inhibit	MK inhibit	TNAP inhibition	Spn PMK inh	LYP inhibition	KRASV12 cytotoxicity	HT1080 cytotoxicity	Bfl-1 inhibitors	others
Cn1c(NC(=O)c2cccc(C(F)(F)F)c2)cc(=O)n(C)c1=O	10.9%	i	6.0	20.4%	10.0	6.9%	1.5%	0.7%	-2.7%
CCOC(=O)C1=C(C)Nc2nc(SCc3cccnc3)nn2C1c1ccc(OC)cc1 (stereo not given)	8.3%	i	1.0	-0.5%	3.0	4.3%	2.0%	3.2%	-1.9%
C=CCn1c(SCC(=O)Nc2ccc3c(c2)OCCO3)nnc1-c1ccccn1	-0.7%	i	0.0	4.7%	5.0	-0.1%	-1.2%	-6.0%	-9.7%
COc1ccc(C2=NCC(CSc3nnnn3C)S2)cc1 (stereo not given)	-8.8%	i	0.0	18.4%	22.0	-2.7%	-7.7%	-3.1%	1.6%
CCCCN1c2cc(C)c(O)cc2C(C(=O)OCC)C1C (stereo not given)	-16.4%	i	3.0	10.3%	0.0	-5.3%	0.0%	9.1%	1.9%
CCSc1ccccc1C(=O)NCc1ccc(S(N)(=O)=O)cc1	11.5%	i	15.0	23.7%	15.0	3.4%	16.9%	6.2%	1.2%	Spn PMK inh pilot replicates=4.5;MK inhibit pilot replicates=0.5;DPM-DC inhibit pilot screen %=4.5
Cc1cc(C(=O)Nc2ccccc2C(F)(F)F)no1	-13.4%	i	0.0	6.7%	15.0	-2.9%	-6.0%	-2.1%	-9.1%
O=C(CN(Cc1ccco1)S(=O)(=O)c1cccs1)Nc1ccccc1C(F)(F)F	-9.8%	i	2.0	-0.9%	13.0	-4.2%	-23.6%	1.8%	-2.8%
COC(=O)Cn1cnc2c(nnn2Cc2ccc(Cl)cc2)c1=O	-17.3%	i	4.0	-0.1%	8.0	.	-3.1%	2.0%	-0.6%
Cc1ccc(-n2c(SCC(=O)NCc3cccs3)nnc2-c2ccoc2C)cc1	-3.9%	i	7.0	11.9%	11.0	7.1%	-18.7%	-18.8%	-0.1%
Cc1cc(N2CCN(C)CC2)nc2ccc(NC(=O)c3ccc(Br)o3)cc12	21.0%	i	5.0	7.8%	0.0	.	8.7%	1.8%	-8.9%
Cn1c(COc2ccccc2)nnc1SCC(=O)Nc1ccc(N2CCOCC2)c(Cl)c1	-17.3%	i	11.0	24.5%	6.0	9.9%	7.5%	3.7%	-5.3%	Spn PMK inh pilot replicates=4.5;MK inhibit pilot replicates=1.5;DPM-DC inhibit pilot screen %=1.0
CCOC(=O)N1CCC(NC(=O)CCC(=O)N2CC(C)Oc3ccc(Cl)cc32)CC1 (stereo not given)	-9.3%	i	3.0	10.8%	9.0	5.7%	2.3%	12.3%	-9.3%	Spn PMK inh pilot replicates=8.0;MK inhibit pilot replicates=0.0;DPM-DC inhibit pilot screen %=1.5
COc1cc(OC)cc(-c2nnc(Nc3nc4c(F)cccc4s3)o2)c1	8.8%	.	7.0	-35.5%	11.0	2.9%	5.5%	4.3%	3.8%	Spn PMK inh pilot replicates=6.0;MK inhibit pilot replicates=0.0
CCOC(=O)C1CCN(C(c2cccs2)c2sc3nc(C)nn3c2O)CC1 (stereo not given)	-20.8%	i	7.0	-7.0%	6.0	-8.2%	-12.2%	-0.7%	-5.9%
Cc1ccc(N2CC(C(=O)N3CCc4ccccc4C3)CC2=O)cc1 (stereo not given)	.	i	8.0	-4.3%	9.0	8.2%	.	-9.6%	-4.2%
CC1Cc2ccccc2N1S(=O)(=O)c1cccc(C(=O)c2nccn2C)c1 (stereo not given)	12.9%	i	8.0	-1.9%	11.0	7.8%	18.6%	6.3%	-4.7%
Cc1cc(N2CCC(C(=O)Nc3ccc(F)cc3)CC2)nc(-c2ccccc2)n1	1.9%	i	4.0	3.3%	6.0	20.6%	-0.7%	3.8%	-7.1%
CC(=O)Nc1sc2c(c1CN1CCN(c3ccccn3)CC1)CCCC2	4.6%	i	0.0	14.0%	9.0	-5.8%	14.2%	5.3%	-1.6%	Spn PMK inh pilot replicates=0.0;MK inhibit pilot replicates=1.5;DPM-DC inhibit pilot screen %=0.5
O=c1nc(C(F)(F)F)nc2ccccn12	-3.6%	i	3.0	9.5%	11.0	-12.8%	-5.4%	3.3%	-2.2%
C=CCn1c(O)c(C(CC)=NCCN2CCOCC2)c(=O)[nH]c1=O	-16.7%	i	2.0	5.8%	8.0	-1.1%	-21.3%	7.5%	-3.9%
COC(=O)C(C)n1cnc2c(nnn2-c2cccc(Cl)c2)c1=O (stereo not given)	-4.3%	i	4.0	5.0%	7.0	-2.3%	-5.7%	5.4%	-6.0%
Cc1ccc(S(=O)(=O)N(Cc2ccc(F)cc2)Cc2ccco2)cc1	-2.9%	i	3.0	14.5%	7.0	12.1%	-6.3%	6.6%	-2.7%
Cc1cc2c(cc1C)NC(c1cccnc1)C1=C(CC(C)(C)CC1=O)N2 (stereo not given)	.	i	11.0	.	10.0	.	.	-3.1%	.

Filtered by structure, the compounds so far containing an aryl methoxy group
SMILES	HPDE-C7 viability	DPM-DC inhibit	MK inhibit	TNAP inhibition	Spn PMK inh	LYP inhibition	KRASV12 cytotoxicity	HT1080 cytotoxicity	Bfl-1 inhibitors	others
CCOC(=O)C1=C(C)Nc2nc(SCc3cccnc3)nn2C1c1ccc(OC)cc1 (stereo not given)	8.3%	i	1.0	-0.5%	3.0	4.3%	2.0%	3.2%	-1.9%
COc1ccc(C2=NCC(CSc3nnnn3C)S2)cc1 (stereo not given)	-8.8%	i	0.0	18.4%	22.0	-2.7%	-7.7%	-3.1%	1.6%
COc1cc(OC)cc(-c2nnc(Nc3nc4c(F)cccc4s3)o2)c1	8.8%	.	7.0	-35.5%	11.0	2.9%	5.5%	4.3%	3.8%	Spn PMK inh pilot replicates=6.0;MK inhibit pilot replicates=0.0

Compounds above with a Cl atom, in the order listed:
SMILES	HPDE-C7 viability	DPM-DC inhibit	MK inhibit	TNAP inhibition	Spn PMK inh	LYP inhibition	KRASV12 cytotoxicity	HT1080 cytotoxicity	Bfl-1 inhibitors	others
COC(=O)Cn1cnc2c(nnn2Cc2ccc(Cl)cc2)c1=O	-17.3%	i	4.0	-0.1%	8.0	.	-3.1%	2.0%	-0.6%
Cn1c(COc2ccccc2)nnc1SCC(=O)Nc1ccc(N2CCOCC2)c(Cl)c1	-17.3%	i	11.0	24.5%	6.0	9.9%	7.5%	3.7%	-5.3%	Spn PMK inh pilot replicates=4.5;MK inhibit pilot replicates=1.5;DPM-DC inhibit pilot screen %=1.0
CCOC(=O)N1CCC(NC(=O)CCC(=O)N2CC(C)Oc3ccc(Cl)cc32)CC1 (stereo not given)	-9.3%	i	3.0	10.8%	9.0	5.7%	2.3%	12.3%	-9.3%	Spn PMK inh pilot replicates=8.0;MK inhibit pilot replicates=0.0;DPM-DC inhibit pilot screen %=1.5
COC(=O)C(C)n1cnc2c(nnn2-c2cccc(Cl)c2)c1=O (stereo not given)	-4.3%	i	4.0	5.0%	7.0	-2.3%	-5.7%	5.4%	-6.0%

Next compounds:
SMILES	HPDE-C7 viability	DPM-DC inhibit	MK inhibit	TNAP inhibition	Spn PMK inh	LYP inhibition	KRASV12 cytotoxicity	HT1080 cytotoxicity	Bfl-1 inhibitors	others
Cc1ccc(Nc2oc(C)nc2C#N)cc1	2.5%	i	12.0	-2.5%	14.0	.	2.6%	4.8%	-5.1%
CCOC(=O)C1CCCN(C(=O)c2ccc(OCC)cc2)C1 (stereo not given)	-8.7%	i	0.0	4.9%	14.0	10.4%	2.3%	-3.1%	0.1%
O=C(Cn1nnc(-c2ccncc2)n1)N1CCc2ccccc21	3.0%	i	0.0	6.0%	19.0	-0.2%	4.5%	-3.5%	-2.5%
CCOCCc1nnc(NC(=O)c2ccc(OC)c(OC)c2)s1	-10.6%	i	6.0	10.1%	9.0	-3.3%	10.2%	-6.9%	2.2%	Spn PMK inh pilot replicates=2.0;MK inhibit pilot replicates=0.0;DPM-DC inhibit pilot screen %=3.0
CC1CCCCN1C(=O)CSc1nnc(-c2ccc(Cl)s2)o1 (stereo not given)	-0.8%	i	0.0	4.4%	8.0	.	-0.1%	2.0%	3.7%
O=C(c1ccco1)N1CCN(C2CCCC2)CC1	-6.2%	i	50.0*	5.3%	6.0	13.6%	-7.9%	-1.8%	-2.6%
CCOC(=O)c1cc(CN2CCOCC2)oc1-c1ccccc1	-0.7%	i	5.0	8.9%	11.0	-1.1%	9.2%	2.2%	0.1%
Cc1ccc(NC(=O)CSCC(N)=O)cc1C	0.5%	i	8.0	9.7%	3.0	9.6%	-2.3%	4.0%	-7.9%
O=C(NC1CCCCC1)N1CCC(c2nc3ccccc3[nH]2)CC1	-16.8%	i	0.0	13.5%	20.0	2.6%	0.7%	11.5%	-7.6%
O=C1CC(N2CCN(C/C=C/c3ccccc3)CC2)C(=O)N1Cc1ccc(N2CCCC2=O)cc1 (stereo not given)	-7.9%	i	3.0	6.5%	3.0	7.1%	-4.2%	3.9%	-0.6%
COc1ccc(CCNC(=O)C2CC(=O)N(c3ccccc3)C2)cc1OC (stereo not given)	1.7%	i	5.0	5.2%	0.0	2.6%	8.4%	6.6%	6.0%	Spn PMK inh pilot replicates=1.5;MK inhibit pilot replicates=1.0;DPM-DC inhibit pilot screen %=0.5
CC(C)c1c(C#N)c(N)nc(SCC(=O)c2cc3ccccc3oc2=O)c1C#N	14.9%	i	4.0	5.5%	12.0	6.5%	22.6%	-3.8%	-4.6%
C=CCn1c(Br)nc2c1c(=O)n(C)c(=O)n2C	-19.6%	i	6.0	18.4%	11.0	.	-12.4%	-7.9%	5.1%
COc1cc(N2CN=c3s/c(=C\c4ccccn4)c(=O)n3C2)cc(OC)c1OC	2.2%	i	8.0	9.4%	14.0	-14.4%	13.1%	-0.9%	3.6%
O=C(OCCN1C(=O)CCC1=O)c1ccc(S(=O)(=O)N2CCCCC2)cc1	3.2%	i	4.0	3.5%	0.0	-2.6%	-2.5%	-5.9%	5.6%
CNS(=O)(=O)c1cccc2cccnc12	-13.6%	i	5.0	9.2%	13.0	12.4%	-22.1%	-0.6%	8.5%
CCN1C(=O)CSc2ccc(C(=O)NCCCN3CCOCC3)cc21	-11.3%	i	0.0	4.6%	17.0	3.3%	-0.8%	-17.1%	5.2%
COc1ccc(C2(O)CCN(C(=O)NC3CCCCC3)CC2)cc1	10.4%	i	4.0	13.4%	5.0	11.8%	17.5%	8.2%	-8.2%
Cc1[nH]c2ccccc2c1C(=O)CN1CCCCC1C (stereo not given)	5.2%	i	5.0	7.3%	5.0	10.7%	-19.2%	0.9%	-1.7%
COc1ccc(C(=O)Nc2cccc(C(=O)N3CCN(C)CC3)c2)cc1	-10.4%	i	14.0	7.5%	3.0	8.6%	-9.6%	1.8%	-3.3%
CCCCc1c(O)nc(SCC(=O)N2CCOCC2)[nH]c1=O	-7.6%	i	5.0	0.2%	0.0	3.0%	1.5%	-4.9%	-11.2%
